Screening data from PubChem BioAssay.
AHR activator – AHR activators, primary screen, cell-based, luminescence, luciferase reporter, human; Aryl hydrocarbon receptor (Homo sapiens), P35869; AHR-responsive luciferase reporter cells; activation, % at 5 µM; hit rate 2.5% among 320,000; AID 2796, 2010; in the data active = activation above about 47%;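 note: 0% = vehicle wells and 100% = reference agonist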
Target sequence (P35869 whole entry, looked up): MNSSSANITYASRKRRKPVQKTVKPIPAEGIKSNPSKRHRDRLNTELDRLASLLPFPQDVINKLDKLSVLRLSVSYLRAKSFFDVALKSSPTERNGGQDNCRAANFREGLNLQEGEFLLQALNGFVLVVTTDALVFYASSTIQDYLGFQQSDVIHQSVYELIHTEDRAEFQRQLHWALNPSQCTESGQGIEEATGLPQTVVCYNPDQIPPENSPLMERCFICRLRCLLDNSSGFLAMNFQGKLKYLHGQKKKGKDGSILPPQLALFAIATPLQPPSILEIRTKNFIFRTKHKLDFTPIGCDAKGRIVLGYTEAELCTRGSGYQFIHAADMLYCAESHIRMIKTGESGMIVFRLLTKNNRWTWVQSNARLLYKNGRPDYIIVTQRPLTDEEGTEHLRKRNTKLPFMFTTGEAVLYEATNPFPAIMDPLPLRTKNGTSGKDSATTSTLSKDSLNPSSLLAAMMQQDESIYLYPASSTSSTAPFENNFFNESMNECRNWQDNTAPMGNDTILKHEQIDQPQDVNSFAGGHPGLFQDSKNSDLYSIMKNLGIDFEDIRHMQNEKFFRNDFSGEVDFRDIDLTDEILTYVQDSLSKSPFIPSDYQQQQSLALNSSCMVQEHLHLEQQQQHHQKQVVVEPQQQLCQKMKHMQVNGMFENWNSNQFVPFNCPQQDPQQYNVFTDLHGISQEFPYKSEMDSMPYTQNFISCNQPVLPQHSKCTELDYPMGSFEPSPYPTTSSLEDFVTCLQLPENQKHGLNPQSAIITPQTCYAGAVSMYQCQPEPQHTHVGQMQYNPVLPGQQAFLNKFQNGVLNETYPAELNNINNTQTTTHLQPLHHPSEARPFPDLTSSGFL
PAFAH1B2 FP inh – PAFAH1B2 enzyme inhibitors, primary screen, biochemical, fluorescence polarization, human; Platelet-activating factor acetylhydrolase IB subunit alpha2 (Homo sapiens), P68402; recombinant PAFAH1B2, FP-rhodamine activity probe; inhibition, % at 3.39 µM; hit rate 1.2% among 340,000; AID 492953, 2010;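 active = inhibition above the mean of all tested compounds plus 3 SD, cut at about 24% in these data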;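 note: 0% = enzyme with DMSO and 100% = wells lacking PAFAH1B2; many of its hits are not listed in these tables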
Fam108B counter – mouse Fam108B serine hydrolase inhibitors, primary screen, counter-screen for RBBP9 inhibitor project, biochemical, fluorescence polarization | recombinant Fam108B, FP-Rh probe fluorescence polarization | inhibition, % at 9.51 µM | hit rate 0.33% among 300,000 | AID 1947, 2009;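 active = inhibition above the screen mean inhibition plus 3 SD, computed separately per campaign, cut at about 18% in these data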;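 note: inhibitors lower polarization as less probe binds the enzyme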
GLD-1 RNA inh – GLD-1/TGE RNA complex disruptors, primary screen, biochemical, fluorescence polarization; inhibition, % at 5.96 µM; AID 2280, 2010; hit rate 0.44% among 320,000; purified GLD-1 + fluorescein TGE RNA;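 active = percent inhibition above a per-plate cutoff, the plate mean of test compounds plus 3 SD, cut at about 30% in these data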;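 note: 0% = DMSO wells with GLD-1 and probe and 100% = wells lacking GLD-1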
MEX-5 binding – MEX-5 zinc finger RNA-binding disruptors – biochemical, C. elegans, fluorescence polarization, MLPCN library, primary screen. Zinc finger protein mex-5 (Caenorhabditis elegans), Q9XUB2. MEX-5/FITC-TCR2 RNA binding; active compounds read low. hit rate 0.38% among 300,000. activity score (negative = inhibition of binding), % at 10 µM;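 active = inhibition past about -25% in most replicates, and total fluorescence under double the plate's negative control median, limit read from the data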;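 note: 0% = DMSO and -100% = 5 µM competing unlabeled TCR2 RNA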
MCL1-BIM inh – inhibitors of MCL1 binding to BIM-BH3, primary screen, biochemical, fluorescence polarization; Induced myeloid leukemia cell differentiation protein Mcl-1 (Homo sapiens), Q07820; GST-MCL1 / FITC-Bim-BH3 fluorescence polarization; hit rate 0.68% among 320,000; inhibition, % at 10.9 µM;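 active = inhibition above the mean inhibition of all tested compounds plus 3 SD, set per campaign, cut at about 40% in these data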;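 note: 0% = DMSO wells and 100% = unlabeled Bim-BH3 peptide control; higher means more loss of mP so more displacement of Bim peptide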
pPAFAH FP inh – pPAFAH enzyme inhibitors, primary screen, biochemical, fluorescence polarization, human | inhibition, % at 3.39 µM | hit rate 1.5% among 330,000 | Platelet-activating factor acetylhydrolase (Homo sapiens), Q13093 | recombinant pPAFAH, FP-rhodamine probe fluorescence polarization;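 active = inhibition above the mean inhibition across the screen plus 3 SD, cut at about 25% in these data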;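 note: inhibitors block binding of the rhodamine activity-based probe so polarization drops; 0% = enzyme with DMSO and 100% = wells lacking pPAFAH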
BCLXL inh – inhibitors of human Bcl-xL, primary screen, biochemical, fluorescence polarization, HTS. Bcl-2-like protein 1 (Homo sapiens), Q07817. GST-Bcl-xL / FITC-Bim BH3 peptide fluorescence polarization. inhibition, % at 10.9 µM. hit rate 0.7% among 320,000;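 active = inhibition above the mean of all tested compounds plus 3 SD, cutoff set per campaign, cut at about 30% in these data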;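 note: 0% = DMSO wells and 100% = unlabeled Bim-BH3 peptide competitor; inhibitors lower millipolarization by displacing the labeled peptide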
Target sequence (Q07817 whole entry, looked up): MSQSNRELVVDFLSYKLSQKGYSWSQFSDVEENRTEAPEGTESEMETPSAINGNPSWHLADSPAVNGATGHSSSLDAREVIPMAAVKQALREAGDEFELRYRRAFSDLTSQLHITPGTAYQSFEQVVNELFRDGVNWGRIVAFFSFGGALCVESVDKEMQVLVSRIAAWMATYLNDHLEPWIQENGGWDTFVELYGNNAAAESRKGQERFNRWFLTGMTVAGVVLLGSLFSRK
PME-1 inh – PME-1 inhibitors via competitive probe labeling, primary screen, biochemical, fluorescence polarization, FP-Rh probe, HTS; hit rate 0.53% among 320,000; Protein phosphatase methylesterase 1 (Homo sapiens), Q9Y570; recombinant PME-1; inhibition, % at 5.9 µM; AID 2130, 2009;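 active = inhibition above the campaign mean of all compounds plus 3 SD, cut at about 26% in these data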;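 note: competitive labeling of PME-1 active site by serine hydrolase directed probe; 0% = PME-1 with DMSO and 100% = wells lacking PME-1 enzyme; inhibitors block probe labeling so polarization falls and inhibition rises; many of its hits are not listed in these tables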
* hit, by the source's call; . = not tested or not shown. Not all compounds are listed. The share of hits here may be higher or lower than overall.

SMILES | AHR activator | PAFAH1B2 FP inh | Fam108B counter | GLD-1 RNA inh | MEX-5 binding | MCL1-BIM inh | pPAFAH FP inh | BCLXL inh | PME-1 inh
Nc1oc2ccccc2c(=O)c1C=O | 15 | 4 | 9 | 3 | -1.7 | -1 | -2 | 5 | -3
CCOc1nc(C)cc(C)c1S(=O)(=O)c1ccc(Cl)cc1 | 1 | 3 | -2 | 5 | -0.5 | 0 | 9 | 5 | 9
Cn1c(SCc2n[nH]c(=S)n2-c2ccccc2)nnc1-c1ccccc1 | -2 | -2 | -1 | 5 | 0.6 | -4 | 2 | -2 | -5
CC(C)N1CCC(N2CCN(Cc3ccc(-c4ccc(Cl)cc4)o3)CC2CCO)CC1 (stereo unspecified) | 3 | 3 | -4 | -9 | 0.7 | 1 | 3 | 4 | -4
COc1ccc(N2CC(NC(=O)N(C)CCC#N)CC2=O)cc1 (stereo unspecified) | -1 | 2 | 1 | 9 | 0.4 | 1 | 0 | -2 | -4
CCn1c(COc2ccc(=O)n(-c3ccccc3)n2)nnc1SCc1ccc(C)cc1 | 2 | 10 | -2 | 4 | -1.5 | -5 | 2 | -2 | 2
CC(Oc1ccc2c(c1)oc(=O)c1ccccc12)C(=O)NCC1CCC(C(=O)O)CC1 (stereo unspecified) | -3 | 1 | 1 | -9 | -0.9 | -1 | 3 | -2 | -3
O=[N+]([O-])c1ccc(C(O)CN2CCN(Cc3ccccc3)CC2)cc1 (stereo unspecified) | 5 | 7 | -3 | -2 | 2.3 | 3 | 2 | 0 | -2
COC(=O)c1cccnc1NC(=S)NC(C)C | 0 | 4 | -2 | 1 | 0.3 | -1 | 5 | 1 | 0
COC(=O)c1ccc(Oc2nc(NC(C)(C)C)nc(N3CCOCC3)n2)cc1 | 2 | . | 0 | 3 | 1.7 | 0 | -1 | 5 | 1
COc1cc(OC)cc(C(=O)NNC(=O)CCc2ccccc2)c1 | 2 | 7 | -2 | -7 | -0.3 | 6 | -3 | 8 | 2
CCCn1c(SCC(=O)Nc2c(C)cccc2C)nnc1C(C)C | 3 | 3 | 5 | 2 | 0.4 | 3 | 4 | 3 | -2
C/C(Cn1nc([N+](=O)[O-])cc1C)=N\NC(=O)COc1ccc(Cl)cc1Cl | 5 | -1 | -1 | 11 | 0.9 | -2 | -6 | -2 | 8
CC(=O)c1c(C)[nH]c(C(=O)N2CCc3ccccc32)c1C | 33 | -1 | -3 | -11 | -0.2 | -4 | 4 | -1 | 6
CCOC(=O)Cn1c(=O)oc2cc(S(=O)(=O)N3CCCc4ccccc43)ccc21 | 1 | 8 | -1 | 5 | -0.2 | 4 | 0 | 6 | 1
Cc1cc(C)c(C)c(S(=O)(=O)N2CCN(C(=O)c3ccc4c(=O)n5c(nc4c3)CCC5)CC2)c1C | 3 | 2 | -4 | 1 | -1.7 | 0 | 1 | 3 | 2
O=S(=O)(NCCOC12CC3CC(CC(C3)C1)C2)c1cccc2nsnc12 | -2 | 8 | 3 | 1 | 2.1 | 3 | 2 | 4 | 5
O=C(C1=C[C@@H]2[C@H]3C(=O)N(c4ccc(Cl)cc4)C(=O)[C@H]3[C@@H](C(=O)c3ccc(Cl)cc3)N2C=C1)c1ccccc1 | 50* | -1 | -11 | 7 | 0.8 | -21 | 11 | 4 | -3
CN1CCN(c2ccc(C(=O)c3ccc(F)cc3)cc2)CC1 | 11 | -1 | 1 | 4 | -0.6 | 6 | 4 | 2 | 3
CCCCN(CCCC)CCNC(=O)CN1C(=O)CSc2ccc(S(=O)(=O)N3CCCCC3)cc21 | 1 | 5 | 5 | 1 | -0.5 | 0 | 1 | 1 | 0
C=CCn1c(SCC(C)=O)nc2scc(-c3ccc(C)o3)c2c1=O | 19 | 1 | 2 | 8 | -2.4 | 23 | 13 | 4 | -4
COC(=O)c1ccc(C(=O)N2CCCC(Nc3ccc(C(C)C)cc3)C2)cc1 (stereo unspecified) | 4 | 15 | 1 | 2 | -1.7 | -1 | 12 | 1 | 10
O=S(=O)(c1ccc(Cl)nc1)N1CCC(Cc2ccccc2)CC1 | -1 | 10 | . | 2 | . | . | 4 | . | .
CCCCN(C(=O)c1ccc(Cl)c([N+](=O)[O-])c1)c1c(N)n(CCC)c(=O)[nH]c1=O | -2 | 5 | 2 | 2 | -0.8 | -8 | -1 | 3 | 7
OC(c1ccccn1)c1c[nH]c2ccccc12 (stereo unspecified) | 17 | -4 | 2 | 4 | 1.2 | 9 | 4 | 17 | 0
C[C@@H]1NC(=O)[C@H](CCC(N)=O)NC(=O)c2cc([N+](=O)[O-])cc(I)c2NCCC[C@@H](C(N)=O)NC1=O | 2 | 0 | 5 | -6 | . | -11 | 1 | 3 | -13
CC(C)OCCCN(C)C1CCN(S(=O)(=O)c2ccc(-c3ccc(=O)[nH]n3)s2)CC1 | -1 | 2 | 7 | -6 | 3.6 | -3 | -4 | 3 | 4
N#Cc1ccccc1OCCn1cncn1 | -1 | -1 | 1 | 4 | 1.2 | 4 | -5 | -1 | 2
Cn1cc(C(=O)C(=O)N2CCCc3ccccc32)c2ccccc21 | 68* | 6 | 5 | 6 | 0.8 | 4 | -2 | 5 | 10
COc1ccc(C2/C(=C(\O)c3ccc(OC)c(Cl)c3)C(=O)C(=O)N2CCN(C)C)cc1 (stereo unspecified) | -9 | 4 | -3 | -3 | 0.8 | 2 | 4 | 7 | -4
CC(=O)N1CCN(Cc2nc(-c3cccc(Cl)c3)no2)CC1 | 6 | -2 | 3 | 8 | -1.1 | 3 | -1 | 4 | 7
COCCN1C(=O)c2ccc(C(=O)Nc3nccs3)cc2C1=O | -1 | 1 | 0 | 4 | -1.8 | -2 | 3 | 1 | -4
O=C(c1ccc(S(=O)(=O)NCc2ccco2)cc1)N1CCN(Cc2ccccc2)CC1 | 0 | -1 | -4 | 7 | 0.8 | -4 | 1 | 0 | -4
CC(O)(CS(=O)(=O)Cc1ccccc1)c1ccccc1 (stereo unspecified) | 0 | 6 | 1 | 1 | 1.6 | -7 | 7 | 2 | -6
O=C(c1cccc(-n2cccc2)c1)N1CCN(S(=O)(=O)c2ccccc2)CC1 | -1 | -6 | 0 | 2 | 0.3 | 51* | 16 | 12 | -5
CC(C)N(C)CCOC(=O)C1COc2ccccc2O1 (stereo unspecified) | 1 | 8 | -5 | 0 | -1.8 | -3 | 3 | 2 | -2
CC(C)[C@H]1C(=O)Nc2ccccc2N1C(=O)N[C@@H](Cc1ccccc1)C(=O)N[C@@H](C(=O)O)c1ccccc1 | 1 | 4 | -2 | 1 | -0.4 | 4 | 0 | 1 | -5
N=C1c2ccccc2CN1NC(=O)COc1ccc(Cl)cc1 | 3 | 0 | -2 | 3 | -0.7 | 4 | 5 | 10 | -5
COc1cccc(NC(=O)c2cc3ccccc3o/c2=N\O)c1 | 0 | -11 | -24 | 6 | 3.3 | -15 | 6 | -11 | -19
O=C(Nc1ccc(Cl)c(S(=O)(=O)N2CCOCC2)c1)c1cccs1 | 3 | 6 | . | 0 | . | . | 3 | . | .
O=c1cc(O)nc(SCc2ccccc2)n1-c1ccc(Cl)cc1 | 6 | 0 | -8 | 4 | -1.2 | 9 | 10 | 2 | -26
CC(C(=O)Nc1ccc(O)c(C(=O)O)c1)N1C(=O)/C(=C/c2cccs2)SC1=S (stereo unspecified) | 0 | 7 | -1 | 5 | -5.2 | 10 | 13 | 5 | 0
CC1=C(C(=O)Nc2ccccc2C(=O)N2CCC(C)CC2)SCCO1 | 0 | 3 | 4 | 1 | -0.7 | -3 | 3 | 0 | 2
O=C(CN1C(=O)NC2(CCCC2)C1=O)OCCOc1cccc(Cl)c1 | 8 | 1 | 2 | 7 | 1.1 | -1 | 5 | 5 | -4
COc1ccc(C2Nc3ccccc3C(=O)N2c2ccc(C)cc2)cc1COc1ccccn1 (stereo unspecified) | 15 | 7 | 4 | -1 | -1.1 | -5 | -5 | 3 | 0
O=C(O)c1cc(C(=O)O)cc(N2C(=O)CSC2=S)c1 | 1 | 1 | 1 | -5 | 1.2 | 11 | 2 | 11 | -1
COC(=O)/C=c1/sc2n(c1=O)CCN=2 | 1 | 1 | -4 | 8 | -4.1 | 12 | 0 | 7 | 1
CCCCNC(=O)C(c1ccc(OCC(=O)OC)c(C(=O)OC)c1)N(CCOC)C(=O)CCCCCN1C(=O)NC(c2ccc(-c3ccccc3)cc2)C(C(=O)OCc2ccccc2)=C1C (stereo unspecified) | 1 | . | -9 | 2 | 0.1 | -1 | 49* | 4 | -3
CC(NO)/C(=N\O)c1cccs1 (stereo unspecified) | 1 | 2 | 1 | -1 | -0.2 | 2 | 2 | -3 | -4
O=C(Cc1cnn(-c2ccccc2)c1)c1ccc(O)c(O)c1O | 1 | 0 | 3 | 2 | -15 | 64* | 73* | 16 | -12
Later entries:
SMILES | AHR activator | PAFAH1B2 FP inh | Fam108B counter | GLD-1 RNA inh | MEX-5 binding | MCL1-BIM inh | pPAFAH FP inh | BCLXL inh | PME-1 inh
O=C(Cn1c(NCCO)nc2ccccc21)NCC(F)(F)F | -1 | -1 | 2 | 5 | -3.1 | 2 | 1 | 2 | 4
CCOc1ccc(S(=O)(=O)NCCC(=O)NCC(c2ccco2)N2CCCCC2)cc1 (stereo unspecified) | -2 | 3 | . | -1 | . | 5 | 2 | 8 | -6
O=C(NCc1ccncc1)C(=O)NCc1ccncc1 | -4 | 3 | 0 | 3 | 1.2 | 2 | 1 | 0 | 2
CC(=O)NC(c1ccc2ccccc2c1)c1ccc2cccnc2c1O (stereo unspecified) | 1 | 4 | 4 | -2 | -3.9 | 17 | 22 | 14 | 2
COC(=O)/C(C#N)=C\c1c(OC)[nH]c2ccccc12 | 5 | 2 | 3 | 4 | 1.3 | 6 | 8 | 6 | -2
Cc1ccccc1NC(=O)c1ccc(CN2CCc3ccccc3C2)cc1 | 1 | 2 | -3 | -4 | -0.2 | 6 | 5 | 6 | 3
Cc1cc(OCCCCNC(C)C)cc(C(C)C)c1 | -1 | 2 | 2 | 1 | 0.9 | 18 | 11 | 19 | -3
COc1ccc(CNS(=O)(=O)NCc2ccc(C)cc2)cc1OC | 6 | 4 | -1 | 6 | 0.5 | 3 | 6 | 2 | -9
Cc1cc(C)nc(/N=C2\NC(=O)CC(C(=O)O)N2c2ccc(Cl)cc2)n1 (stereo unspecified) | 2 | 6 | -1 | 4 | 0.3 | 7 | 4 | 3 | 1
Cc1cc(C(=O)CSc2n[nH]c(N)n2)c(C)n1-c1cccc(F)c1 | 1 | 5 | 3 | 5 | 2.3 | 3 | 6 | 3 | 9
